Screening results as filed in PubChem BioAssay.
Epigenetic mod: epigenetic modulators derepressing GFP locus in mouse cells; AID 597; mouse C127i GFP locus derepression, cytometry, 30 h; Potency, µM (highest dose often 46.1 µM), inactives show at the highest dose GFP derepression (activation); hit rate 0.09% among 68,000; note: % of control where 0% means no effect
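Locus derepression in mouse mammary C127i cells whose integrated CMV-GFP reporter is normally silent; GFP expression after 30 h compound treatment was quantified by counting fluorescent cells.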
Fluorescein autfl: compound fluoresces in the fluorescein spectral region; Compound autofluorescence, 480/540 nm, fluorescein-equivalent; stronger effect = higher value; max fluorescein-equivalent concentration, M; hit rate 0.91% among 59,000; AID 593; in the data active = max fluorescein-equivalent concentration above about 10 nM; inconclusive = between about 1.1 nM and that limit
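Tris 100 mM pH 8.0; 15 min RT; CCD read, ex 480/em 540 nm. Output: fluorescein-equivalent concentration per compound concentration, from six-point dye series on each plate.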
Hsp90 Hop PPI: changes Hsp90-Hop TPR2A binding signal, up or down; AlphaScreen TPR2A-His6 binding biotin-Hsp90 C-terminal peptide; Potency, µM (titrated, usually from 57 µM), for the others: at the highest dose activity change, negative = inhibition; hit rate 0.44% among 71,000; AID 595; active = well fitted curve in either direction with a large enough effect; inconclusive = small, poorly fitted or top-dose-only effect, or another doubt; note: potency is the fitted concentration of half-maximal effect; % is set by controls: 0 for no effect and ±100 for the full control effect; many of its hits are not listed in these tables
HBB splice mod: alters splicing of the hemoglobin beta chain; HBB splicing reporter cell assay, activation; EGFP reporter with mutant IVS2-654 intron; response scale: normalised to 500 nM splice-correcting PNA; Potency, µM (top dose mostly 46.1 µM), for the others: at the top dose activation, most hits filed as activators; hit rate 0.06% among 65,000; note: potency is the fitted concentration of half-maximal effect; 0% is about no effect
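HeLa cells stably expressing EGFP interrupted by mutant beta-globin intron 2 (IVS2-654), 500/well in 2% FCS. Treated with compound for 2 days at 37C. Splicing correction scored as total well GFP intensity (488 nm excitation, 500-520 nm emission); 500 nM antisense PNA served as control.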
HADH2 inh: inhibitors of human HADH2 dehydrogenase; Q99714; recombinant HADH2, NADH fluorescence, beta-hydroxybutyryl-CoA; Potency, µM (highest dose often 57.1 µM), without a hit: top-dose activity change, negative = inhibition, actives largely listed as inhibitors; hit rate 3.4% among 73,000; AID 886; note: potency is the fitted concentration of half-maximal effect; % is set by controls: 0 for no effect and ±100 for the full control effect; nearly all actives have a fitted effect of over 60% in size; many of its hits are not listed in these tables
Target sequence (Q99714 whole entry, looked up, one chain of several): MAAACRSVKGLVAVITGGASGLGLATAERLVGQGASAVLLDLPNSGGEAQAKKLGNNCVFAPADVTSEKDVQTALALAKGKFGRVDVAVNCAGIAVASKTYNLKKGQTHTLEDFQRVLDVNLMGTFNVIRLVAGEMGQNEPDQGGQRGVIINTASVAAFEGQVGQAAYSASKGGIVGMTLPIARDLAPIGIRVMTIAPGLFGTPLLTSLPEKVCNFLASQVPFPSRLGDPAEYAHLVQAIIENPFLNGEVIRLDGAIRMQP
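Read-out: 360 nm excitation, 450 nm emission, kinetic over 4 min. Conditions: His-tagged human HADH2 20 nM, pH 9.0 Tris with Tween-20, 1 mM NAD+, 90 uM beta-hydroxybutyryl-CoA.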
DNA Pol III inh: blocks replication by bacterial DNA polymerase III holoenzyme. hit rate 0.25% among 71,000. AID 603. reconstituted DNA polymerase III holoenzyme replication, biochemical. Potency, µM (doses to about 57.1 µM), for the others: at the highest dose activity change, negative = inhibition; note: potency is the fitted concentration of half-maximal effect; % is set by controls: 0 for no effect and ±100 for the full control effect
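Reconstituted *E. coli* holoenzyme (0.35 nM Pol III, 1 nM beta, 154 nM SSB, 2 nM primase) was preincubated with compound for 15 min at RT. Synthesis on 1.4 nM ssM13Gori ran 35 min, then was stopped with PicoGreen/EDTA and read as dsDNA fluorescence.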
15-hLO inh: inhibitors of human 15-lipoxygenase (ALOX15) | purified 15hLO-1, xylenol orange hydroperoxide absorbance | AID 887 | hit rate 1.4% among 74,000 | Potency, µM (titrated, usually from 57.1 µM), for the others: at the top dose activity change, negative = inhibition, hits mostly inhibitors | P16050; note: potency is the fitted concentration of half-maximal effect; % is set by controls: 0 for no effect and ±100 for the full control effect; nearly all actives have a fitted effect of over 55% in size
Target sequence (P16050 whole entry, looked up): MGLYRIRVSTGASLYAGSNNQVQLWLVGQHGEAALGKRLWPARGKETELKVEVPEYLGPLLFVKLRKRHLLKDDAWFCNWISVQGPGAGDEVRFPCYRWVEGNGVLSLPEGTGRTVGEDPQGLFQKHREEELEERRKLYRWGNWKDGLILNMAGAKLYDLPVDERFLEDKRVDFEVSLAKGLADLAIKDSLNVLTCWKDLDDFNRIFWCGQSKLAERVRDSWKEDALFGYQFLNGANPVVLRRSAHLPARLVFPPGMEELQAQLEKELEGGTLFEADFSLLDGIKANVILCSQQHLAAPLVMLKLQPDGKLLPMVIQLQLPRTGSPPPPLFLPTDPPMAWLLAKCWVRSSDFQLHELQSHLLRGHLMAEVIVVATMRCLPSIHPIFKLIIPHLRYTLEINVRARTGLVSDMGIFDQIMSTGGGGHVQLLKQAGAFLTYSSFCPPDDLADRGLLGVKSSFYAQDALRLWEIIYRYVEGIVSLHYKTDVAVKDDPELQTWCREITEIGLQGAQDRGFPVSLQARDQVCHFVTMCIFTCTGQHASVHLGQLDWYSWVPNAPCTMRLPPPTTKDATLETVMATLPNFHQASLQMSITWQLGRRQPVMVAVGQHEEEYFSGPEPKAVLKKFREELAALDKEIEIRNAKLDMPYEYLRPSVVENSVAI
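Quantitative HTS in 25 mM Hepes pH 7.5 containing 0.01% Triton X-100: human 15hLO-1 at 40 nM, arachidonic acid at 50 uM, 6 min turnover. Product quantified via ferrous oxidation/xylenol orange, 573:405 nm absorbance ratio.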
Rhodamine autofl: rhodamine region autofluorescence. Rhodamine-region fluorescence, 547/598 nm, Tris buffer; stronger effect = higher value. max dye-equivalent concentration, M. hit rate 0.05% among 59,000; in the data active = max dye-equivalent concentration above about 11 nM; inconclusive = between about 1.1 nM and that limit
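Read-out is relative fluorescence at 547 nm excitation and 598 nm emission, expressed as dye-equivalent concentration using rhodamine standards on every plate. Each compound was profiled across a concentration series after 15 min in 100 mM Tris, pH 8.0.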
TexasRed autofl: Texas Red region autofluorescence; hit rate 0.06% among 59,000; max dye-equivalent concentration, M; AID 587; Compound fluorescence, Texas Red channel, 547/618 nm; stronger effect = higher value; in the data active = max dye-equivalent concentration above about 10 nM; inconclusive = between about 1.1 nM and that limit
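Compound titrations in 100 mM Tris pH 8.0 were incubated 15 min at room temperature and read at 547 nm excitation / 618 nm emission. Texas Red six-point standard curve on each plate converted fluorescence to dye-equivalent concentration.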
UbGFP stabilizer: proteasome inhibitors stabilizing ubiquitin-GFP reporter | Ubiquitin-GFP reporter cells, proteasome inhibition, GFP fluorescence; response scale: untreated = 0%, 10 µM MG-132 = 100% | Potency, µM (series often up to 45.9 µM), for the others: at the top dose activation (GFP accumulation), usual class: activators | 67,000 tested, under 10 active; active = well fitted activation curve with a large enough effect, not every such curve was filed as active; inconclusive = small, poorly fitted or top-dose-only effect, or another doubt; inactive = no such curve, though single readings can be large or run the other way; note: potency is the fitted concentration of half-maximal effect
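U2OS Ub(G76V)-GFP reporter; O/N plating, 0.5% FBS; cpd 46 uM–2.9 nM, 4 h, 37 °C; GFP+ cell count, 488/515 nm; norm. to basal vs 10 uM MG-132; CRC fit.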
4-MU autofl: compounds fluorescent in 4-MU spectral region; compound autofluorescence, 340/450 nm, 4-MU equivalents; stronger effect = higher value; max dye-equivalent concentration, M; hit rate 11% among 59,000; AID 589; in the data active = max dye-equivalent concentration above about 10 nM; inconclusive = mostly about 1.1 nM to 9.6 nM
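Compounds in 100 mM Tris, pH 8.0, sat 15 min at room temperature before fluorescence was read at 340 nm excitation/450 nm emission; a per-plate six-point 4-MU standard curve converted signals to dye-equivalent concentration at each compound concentration.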
* = called active by the depositor; i = inactive; ? = inconclusive; / = no result given; & = joins results of further samples; [ ] = dose if it differs, or a comment. Unless noted, calls come from the whole dose curve; as a rule, active = well fitted curve in the direction sought with a large enough effect; inconclusive = small, poorly fitted or top-dose-only effect, or another doubt; inactive = no such curve, though single readings can be large; an effect the other way counts as inactive or inconclusive. This is a subset (hit frequency here may not be typical).

SMILES | Epigenetic mod | Fluorescein autfl | Hsp90 Hop PPI | HBB splice mod | HADH2 inh | DNA Pol III inh | 15-hLO inh | Rhodamine autofl | TexasRed autofl | UbGFP stabilizer | 4-MU autofl
O=C(c1cc(C(F)(F)F)cc(C(F)(F)F)c1)N1CCC[C@@]2(CCN(c3ccccc3)C2)C1 | -2%[9.22 µM] | ? | -12% | 0.2% | 7% | -5% | -16% | i | i | 7% | i
CC(Sc1nnc(-c2ccc(O)cc2)o1)C(=O)Nc1cccc2ccccc12 (stereo unspecified) | 0% | i | 2% | / | -11% | -2% | ? | i | i | -2% | i
CCOc1cccc2cc(-c3cn4cc(C)ccc4n3)c(=O)oc12 | 2% | i | 6% | -3.3% | 14% | -5% | 4% | i | i | -9% | 5.2e-08M*
Cc1ccc2cc3cc(C(=O)N(C)C4CCCCC4)oc3nc2c1 | 0% | i | 3% | -0.8% | 5% | -4% | -1% | i | i | 8% | ?
Cc1ccc(NC(=O)CC2NCCNC2=O)cc1 (stereo unspecified) | -3% | i | -2% | -0.1% | 11% | -3% | 16% | i | i | 1% | i
CC(C)(C)NC(=O)C(c1ccco1)N(C(=O)c1csnn1)c1ccccc1 (stereo unspecified) | 0% | i | 3% | / | 2% | -4% | 3% | i | i | -2% | i
COc1ccccc1NC(=O)CSc1nnc(-c2ccccn2)n1Cc1ccco1 | 0% | i | -4% | -1.7% | -3% | -6% | -2% | i | ? | -1% | i
CCOC(=O)c1ccoc1CSCc1ccc(C(=O)OC)o1 | 3% | ? | -1% | -1.1% | ? | 2% | -5% | i | i | 0% | i
O=C(CN1C(=O)CSC1=O)Nc1ccc2c(c1)OCCO2 | 2% | i | 1% | / | -4% | -1% | 13% | i | i | -2% | i
CCn1c(SCC(=O)N2CCN(c3ccc(F)cc3)CC2)nc2ccccc2c1=O | -3% | ? | 0% | -1.2% | 6% | -8% | 8% | i | i | 24% | i
C=CCN1C(=O)C(O)(CC(=O)c2c(C)n[nH]c2C)c2cc(Br)ccc21 (stereo unspecified) | 3% | ? | -3% | 0.8% | -8% | -6% | -2% | i | i | 3% | i
Cc1cc(NCCNC2=CC(=O)CCC2)nc2ccccc12 | 2%[20.6 µM] | i | / | / | / | / | / | i | i | / | ?
Cc1ccc(-c2noc(CCC(=O)NCCc3ccccc3Cl)n2)cc1 | 3% | i | 4% | 1.3% | 3% | -3% | -13% | i | ? | -13% | i
Cn1c(=N)n(CC(O)c2cccc3ccccc23)c2ccccc21 (stereo unspecified) | 1% | i | -6% | / | 10% | -7% | 6% | i | i | 4% | i
CCn1c(SCC(N)=O)nnc1-c1ccc2[nH]c(C)c(C)c2c1 | 4% | i | -5% | -0.5% | 5% | -1% | 5% | i | i | 6% | ?
CCOc1ccc2nc(N3CCCN(C(=O)Nc4ccccc4C)CC3)c(C#N)cc2c1 | -2% | 2.9e-08M* | ? | / | 9% | -7% | -9% | i | i | -1% | 1.6e-08M*
Cc1ccc2nc(CSc3nnc(Cc4cccs4)n3C3CCCCC3)cc(=O)n2c1 | 1% | i | -1% | -0.2% | 22% | 0% | -4% | i | i | 28% | ?
CCCCNc1ncnc2c1cnn2-c1ccc(C)cc1C | / | / | -4% | -1.4% | -6% | -1% | -5% | / | / | 4% | /
Nc1nc2ncc(CNc3ccc(C(=O)N[C@@H](CCC(=O)O)C(=O)O)cc3)nc2c(=O)[nH]1 | 0%[20.6 µM] | ? | 0%[26 µM] | 1.1%[20.6 µM] | -15%[25.6 µM] | -5%[25.6 µM] | 8%&-17%[25.6 µM] | i | i | 1%[20.5 µM] | 4.1e-07M*
OCCNCC(O)Cn1ccc2ccccc21 (stereo unspecified) | -1% | i | -6% | -1.9% | 5% | -3% | 4% | i | ? | 2% | i
CC(C)(C)c1ccc(C(=O)CSc2ncn[nH]2)cc1 | 0% | i | -2% | -0.4% | ? | -3% | -5% | i | i | -2% | i
c1csc(-c2nn3c(-c4ccncc4)nnc3s2)c1 | 0% | ? | -2% | 1.9%[57.5 µM] | 7% | 2% | 11% | i | i | -3% | i
Cc1nnc2n1N=CC=C(c1ccccc1)S2 | -1% | i | -5% | / | -12% | -5% | 1% | i | ? | 6% | i
O=C(CN1C(=O)CCS(=O)(=O)c2ccccc21)Nc1cccc(Cl)c1 | 2% | i | 3% | 1.7% | 0% | -6% | 0% | i | i | -3% | i
O=C(O)c1cc2c(ccc3ccccc32)[nH]1 | 0% | ? | -1% | 0.2% | -5% | -1% | 6% | i | i | -2% | ?
SMILES | Epigenetic mod | Fluorescein autfl | Hsp90 Hop PPI | HBB splice mod | HADH2 inh | DNA Pol III inh | 15-hLO inh | Rhodamine autofl | TexasRed autofl | UbGFP stabilizer | 4-MU autofl
Cn1c(=O)c2c(nc(SCCN3CCCCC3)n2Cc2ccc(Cl)cc2)n(C)c1=O | 6%[20.6 µM] | i | / | / | / | / | / | i | i | / | i
CCC(=O)Nc1nc2ccc3nc(C)sc3c2s1 | / | / | -7% | 0.2% | 12% | -2% | 1% | / | / | 7% | /
CO[C@@H]1/C=C\O[C@]2(C)Oc3c(C)c(O)c4c(O)c(c(CN(C)C)c(O)c4c3C2=O)NC(=O)/C(C)=C\C=C[C@@H](C)[C@@H](O)[C@H](C)[C@@H](O)[C@H](C)[C@H](OC(C)=O)[C@@H]1C | 0%[9.22 µM] | ? | -4%[11 µM] | 0.9%[9.22 µM] | -5%[11.4 µM] | -6%[11.4 µM] | -12%[11.4 µM] | i | i | 1%[9.17 µM] | i
COc1cc(C(=O)OCC(=O)N2CCCC2)cc(OC)c1OC | -2% | i | 1% | 0.3%[57.5 µM] | 14% | -3% | 8% | i | i | 4% | i
COc1cccc(Cn2c(=O)c(CCc3ccccc3)nc3cncnc32)c1 | 3%[9.22 µM] | ? | -9% | 2.0% | -2% | 1% | 10% | i | i | 3% | i
CC(CCc1ccco1)NC(=O)CSc1cc(=O)n(C)c2ccccc12 (stereo unspecified) | 4% | i | -4% | -0.4% | -1% | -2% | 8% | i | i | -7% | i
C=CCn1c(COc2ccc(Cl)cc2)nnc1SCc1ccc(C#N)cc1 | -3% | i | 6% | 0.2% | 5% | -9% | -12% | i | i | -7% | i
Cc1ccc(S(=O)(=O)Cc2csc(N)n2)cc1 | 1% | ? | 0% | 0.4% | -5% | 4% | -13% | i | i | -7% | i
O=S(=O)(CCCc1ccccc1)c1ncn[nH]1 | 6% | i | -1% | -0.4%[0.369 µM] | 2% | -1% | 3% | i | i | -3% | i
CCOC(=O)CCc1nn(C)c(=O)c2ccccc12 | -3% | i | 0% | / | -5% | 3% | 9% | i | i | -4% | i
Cc1nnc(SCC(=O)Nc2ccc(Cl)cn2)n1Cc1ccccc1 | 2% | i | -2% | 0.2%[57.5 µM] | 4% | -4% | 6% | i | i | -2% | i
O=C(CCNC(=O)Cn1cnc2ccccc2c1=O)NCCC1=CCCCC1 | -1% | i | 0% | 5.4% | 8% | -3% | 2% | i | i | 15% | i
CS(=O)(=O)N1CCN(c2ccccc2NC(=O)c2ccc(Cl)cc2)CC1 | 4% | i | -6% | -1.6% | 0% | 0% | ? | i | i | -2% | i
Cc1nn(C(=O)c2ccco2)c(C)c1CN1C(=O)c2ccccc2C1=O | -2% | ? | -4% | 0.3% | 12% | -3% | -6% | i | ? | 0% | i
Cc1nc(NCC2CCCO2)nc2c1C(=O)CC(C)(C)C2 (stereo unspecified) | 0% | ? | 0% | -2.8%[57.5 µM] | 1% | -2% | 17% | i | i | -6% | i
COc1ccc(Oc2nc(C)nc3c2oc2ccccc23)cc1 | -2% | i | 10% | 2.9%[1.84 µM] | 6% | 0% | -3% | i | ? | 6% | i
O=C(NCCN1CCCC1)c1cc(-c2ccncc2)nc2ccc(S(=O)(=O)N3CCOCC3)cc12 | -3% | i | -3% | 0.5% | -2% | -5% | -12% | i | i | 15% | i
CCOC(=O)c1c(NC(=O)OC)sc2c1CCC2 | -3% | i | 9% | 0.1% | -20% | -3% | -13% | i | i | 7% | i

Pulled by structure from above, 3 records:
SMILES | Epigenetic mod | Fluorescein autfl | Hsp90 Hop PPI | HBB splice mod | HADH2 inh | DNA Pol III inh | 15-hLO inh | Rhodamine autofl | TexasRed autofl | UbGFP stabilizer | 4-MU autofl
COc1cc(C(=O)OCC(=O)N2CCCC2)cc(OC)c1OC | -2% | i | 1% | 0.3%[57.5 µM] | 14% | -3% | 8% | i | i | 4% | i
CC(CCc1ccco1)NC(=O)CSc1cc(=O)n(C)c2ccccc12 (stereo unspecified) | 4% | i | -4% | -0.4% | -1% | -2% | 8% | i | i | -7% | i
Cc1nnc(SCC(=O)Nc2ccc(Cl)cn2)n1Cc1ccccc1 | 2% | i | -2% | 0.2%[57.5 µM] | 4% | -4% | 6% | i | i | -2% | i
